PKM2 act: increases activity of human pyruvate kinase M2; purified PKM2, Kinase-Glo ATP luminescence, activation; response scale: 0% is enzyme alone, no compound; P14618; AID 1631; Potency, µM (series often up to 57.5 µM), without a hit: at the top dose activation, usual class: activators; hit rate 0.34% among 260,000; further: potency means the concentration at half of the fitted maximal effect; on the % scale 0 is the no-effect control and ±100 the full control effect; nearly all actives have a fitted effect of over 55% in size
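hPK-M2, >95% pure; 0.1 mM ADP / 0.5 mM PEP final; imidazole pH7.2 buffer w/ 7 mM MgCl2, 50 mM KCl; 1 h RT; Kinase-Glo lum. Intermediate enzyme activity for dual inhibitor/activator qHTS.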
NPC1 promoter act: activates the NPC1 promoter | Huh7 NPC1 promoter luciferase reporter, 24 h | Potency, µM (series often up to 9.22 µM), inactives show top-dose activation, usual class: activators | hit rate 2.4% among 320,000 | AID 485313;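 further: potency means the concentration at half of the fitted maximal effect; % of control where 0% means no effect; nearly all actives have a fitted effect of over 60% in size; reporter is driven by a mutant NPC1 promoter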
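NPC1 promoter–luciferase Huh7 cells; 24 h compound; luminescence.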
Menin MLL FP TR: inhibitors of human menin-MLL interaction, mutant MLL peptide. hit rate 0.23% among 270,000. AID 1768. Potency, µM (titrated, usually from 61.6 µM), for inactives: top-dose FP activity change, negative = inhibition, most hits filed as inhibitors. O00255. Menin + Texas Red MLL mutant peptide, fluorescence polarization; active means well fitted inhibition curve with a large enough effect in the polarisation, with a control signal flat, not every such curve was filed as active; inconclusive means small, poorly fitted or top-dose-only effect, or effect the other way, or a change in a side signal; inactive means no such curve, though single readings can be large or run the other way; the % refers to the polarisation; further: potency means the concentration at half of the fitted maximal effect; % of control where 0% means no effect; many of its hits are not listed in these tables
Gal4-VP16 FLuc: Gal4-VP16 reporter inhibition counter-screen; Drosophila S2 Gal4-VP16 UAS-luciferase, luminescence, 20 h; Potency, µM (series often up to 53.6 µM), for the others: top-dose activity, negative = inhibition, most hits filed as inhibitors; hit rate 3.5% among 310,000;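 further: Gal4-VP16 expression switched on by copper sulfate through the metallothionein promoter; potency means the concentration at half of the fitted maximal effect; on the % scale 0 is the no-effect control and ±100 the full control effect; nearly all actives have a fitted effect of over 50% in size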
Mito fusion act: inhibitors of mitochondrial division or activators of mitochondrial fusion. S. cerevisiae fusion-defective mutant growth rescue, CellTiterGlo 48 h. Potency, µM (doses to about 46.1 µM), for inactives: top-dose growth rescue (activation), hits mostly activators. hit rate 0.23% among 320,000;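 further: potency means the concentration at half of the fitted maximal effect; % of control where 0% means no effect; nearly all actives have a fitted effect of over 45% in size; temperature-sensitive fusion mutants such as fzo1-1 at 37 °C on non-fermentable ethanol glycerol medium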
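Luminescent cell viability in 1536-well qHTS format served as the measure of rescued growth in ts fusion-mutant S. cerevisiae cultured on non-fermentable YPEG for 48 hours at 37C.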
FLuc counter: inhibits or activates purified firefly luciferase, miR-21 counter-screen; P08659; purified FLuc, Km substrates, luminescence inhibition; AID 588342; hit rate 6.9% among 360,000; Potency, µM (series often up to 57.5 µM), for the others: at the highest dose activity change, negative = inhibition, usual class: inhibitors;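 further: potency means the concentration at half of the fitted maximal effect; plate controls were vehicle for no effect and reference inhibitor for full effect; nearly all actives have a fitted effect of over 55% in size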
Target sequence (P08659 whole entry, looked up): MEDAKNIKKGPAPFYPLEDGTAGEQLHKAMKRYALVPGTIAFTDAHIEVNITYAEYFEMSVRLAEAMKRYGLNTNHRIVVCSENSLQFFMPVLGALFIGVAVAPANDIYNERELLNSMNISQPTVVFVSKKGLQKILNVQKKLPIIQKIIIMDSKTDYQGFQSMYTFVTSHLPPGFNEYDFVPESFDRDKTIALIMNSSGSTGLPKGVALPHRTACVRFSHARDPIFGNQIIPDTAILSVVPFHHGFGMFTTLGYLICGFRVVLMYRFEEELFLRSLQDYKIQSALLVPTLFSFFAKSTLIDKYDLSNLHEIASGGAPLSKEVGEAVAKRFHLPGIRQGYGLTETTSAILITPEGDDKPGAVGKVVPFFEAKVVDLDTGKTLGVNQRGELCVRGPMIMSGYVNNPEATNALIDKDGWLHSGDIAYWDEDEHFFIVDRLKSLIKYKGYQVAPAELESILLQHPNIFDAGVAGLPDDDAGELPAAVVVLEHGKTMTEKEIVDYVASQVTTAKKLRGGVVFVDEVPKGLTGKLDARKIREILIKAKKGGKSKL
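Biochemical qHTS of compounds, final roughly 60 µM downward over six points, against 10 nM purified firefly luciferase using Km concentrations of substrates (10 uM D-luciferin, 10 uM ATP) in Tris acetate pH 7.5 buffer; luminescence output.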
Rab9 prom act: activates the Rab9 promoter. Huh7 Rab9 promoter-luciferase reporter, luminescence, 24 h. Potency, µM (series often up to 9.22 µM), inactives show at the top dose activation, negative = inhibition, hits mostly activators. hit rate 2.8% among 320,000. AID 485297; further: potency means the concentration at half of the fitted maximal effect; % of control where 0% means no effect; nearly all actives have a fitted effect of over 60% in size
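Measured in stably transfected Huh7 cells bearing a Rab9 promoter–luciferase construct: 24 h compound treatment at 37 °C, followed by luminescence detection.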
MBNL1-CUG inh: blocks human MBNL1 binding to CUG repeat RNA; hit rate 0.036% among 280,000; TR-FRET MBNL1-His/biotin-(CUG)12 binding, 665/545 ratio; Potency, µM (doses to about 57.5 µM), without a hit: at the top dose activity change, negative = inhibition, actives largely listed as inhibitors; active means well fitted inhibition curve with a large enough effect in the signal ratio, with a control signal flat, not every such curve was filed as active; inconclusive means small, poorly fitted or top-dose-only effect, or effect the other way, or a change in a side signal; inactive means no such curve, though single readings can be large or run the other way; the % refers to the signal ratio; further: potency means the concentration at half of the fitted maximal effect; on the % scale 0 is the no-effect control and ±100 the full control effect
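Compound titration spanned 92 nM–58 uM against the MBNL1-His/biotin-(CUG)12 complex. After 60 min at room temperature with 5 nM streptavidin-XL665 and 0.055 ng/ul terbium anti-His, ratiometric 665/545 nm emission (Ex 340 nm) normalized to controls.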
KCNH2 3.1 inh: inhibitors of human KCNH2 3.1 potassium channel isoform; U2OS KCNH2 3.1, thallium flux FluxOr; hits give low values; activity change, % (tested at about 1.8 µM); hit rate 0.95% among 340,000;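 active means maximum activity change below -70%; inconclusive means maximum activity change from -70% to -50%; inactive means maximum activity change above -50%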;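 further: thallium influx rate constant from kinetic fluorescence after stimulation buffer; on the % scale 0 is the no-effect control and ±100 the full control effect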
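FluxOr-based Tl+ influx in U2OS cells transduced with KCNH2 3.1 virus; rate constants normalized to DMSO controls.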
RORgamma inh: ROR gamma (mouse) transcription inhibition; P51450; Drosophila S2 Gal4-RORgamma UAS-luciferase reporter, 20 h; Potency, µM (doses to about 53.6 µM), without a hit: top-dose activity change, negative = inhibition, hits mostly inhibitors; hit rate 5.4% among 310,000; AID 2551; further: potency means the concentration at half of the fitted maximal effect; on the % scale 0 is the no-effect control and ±100 the full control effect; nearly all actives have a fitted effect of over 60% in size
Target sequence (P51450 whole entry, looked up, the tested form may be a part): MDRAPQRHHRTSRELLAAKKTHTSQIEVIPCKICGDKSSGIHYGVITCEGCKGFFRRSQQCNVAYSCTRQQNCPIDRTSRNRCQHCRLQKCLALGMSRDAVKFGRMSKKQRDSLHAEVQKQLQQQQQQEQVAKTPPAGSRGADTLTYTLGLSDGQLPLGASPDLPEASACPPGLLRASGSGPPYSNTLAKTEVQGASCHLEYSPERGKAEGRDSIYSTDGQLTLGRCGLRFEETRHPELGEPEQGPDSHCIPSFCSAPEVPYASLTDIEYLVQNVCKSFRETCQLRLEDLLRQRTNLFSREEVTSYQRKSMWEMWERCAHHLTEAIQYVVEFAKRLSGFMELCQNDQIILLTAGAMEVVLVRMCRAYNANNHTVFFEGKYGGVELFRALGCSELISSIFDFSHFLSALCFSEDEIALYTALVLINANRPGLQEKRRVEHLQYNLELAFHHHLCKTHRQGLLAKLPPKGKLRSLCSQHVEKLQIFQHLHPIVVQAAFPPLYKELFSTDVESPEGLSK
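Luciferase reporter read in Schneider cells carrying Gal4-RORγ (mouse) and UAS-Photinus luciferase; cells given compound 1 h before 700 uM copper sulfate induction, then incubated 20 h at ambient temperature.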
ELG1 repair inh: ELG1-dependent DNA repair inhibition. HEK293T ELG1-luciferase reporter, luminescence, 16 h; DNA damage induced by 5-fluorouridine. Potency, µM (top dose mostly 46.1 µM), for inactives: at the highest dose activity change, negative = inhibition, hits mostly inhibitors. hit rate 2.3% among 330,000. AID 504467; further: potency means the concentration at half of the fitted maximal effect; on the % scale 0 is the no-effect control and ±100 the full control effect; nearly all actives have a fitted effect of over 55% in size
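HEK293T cells expressing luciferase-tagged ELG1 (2,000/well) received 5-Fluorouridine plus compound or DMSO for 16 hr at 37 °C. Luciferase was read by ONE-Glo luminescence after 30 min at room temperature.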
Active calls of the source: *; ? = inconclusive; . = no result given; & = joins results of further samples; [ ] = remark or other dose. Unless noted, the call rests on the fitted dose curve; in most records, active means well fitted curve in the direction sought with a large enough effect; inconclusive means small, poorly fitted or top-dose-only effect, or another doubt; inactive means no such curve, though single readings can be large; an effect the other way counts as inactive or inconclusive. The list is partial; the hit share may differ from the screen's.

SMILES	PKM2 act	NPC1 promoter act	Menin MLL FP TR	Gal4-VP16 FLuc	Mito fusion act	FLuc counter	Rab9 prom act	MBNL1-CUG inh	KCNH2 3.1 inh	RORgamma inh	ELG1 repair inh
Cc1nc2ccc(NC(=O)c3cc([N+](=O)[O-])cc([N+](=O)[O-])c3Cl)cc2s1	2%	-26%	?	3.2µM*	-32%[inhibitor]	12µM*	-36%[inhibitor]	?	24	?	?
CC(C)(C)c1ccc(C(=O)C2CCCN(C(=O)CN3CCCC3=O)C2)cc1 (stereo unspecified)	-3%	-1%	?	-17%	-2%	-17%	14%	-6%	-10	65%	-17%
CC(=O)Nc1cccc(-c2nnc(SCc3ccccc3C#N)n2C)c1	-1%	0%	?	6%	8%	-1%	1%	-4%	-38	30%	3%
CC(=O)NNc1ncnc2c1cnn2-c1ccccc1	-5%	-4%	-2%	-14%	-1%	-5%&8%	0%	.	10	-33%	-7%
O=C(COc1ccccc1C(=O)NCc1ccccc1)Nc1ccccc1	.	-2%	.	.	17%	.	9%	.	-9	.	?
COc1ccc(C(=O)N2CCN(c3cccc(C)c3C)CC2)cc1S(=O)(=O)NC1CC1	.	-6%	.	.	-2%	0%	-7%	.	-26	.	?
CCN(CC)C(=O)N1CCc2ccccc21	-1%	-3%	-1%	0%	0%	-6%	0%	9%	25	12%	11%
Cc1ccc(NC(=O)CCN2C(=O)c3ccccc3C2=O)cc1C	.	0%	-6%	-4%	1%	?	7%	12%	-17	3%	5%
COc1cccc(CN(C)Cc2nc(Cc3ccccc3Cl)no2)c1	?	-3%	-15%	-15%	3%	2%	-6%	5%	13	4%	6%
COc1cccc(/C(O)=C/C(=O)C(=O)Nc2ccc(S(=O)(=O)NC(C)=O)cc2)c1	1%	1%	1%	?	-3%	-1%	1%	1%	4	0%	7%
CC1CCN(C(=O)c2cc3ccccc3c(=O)o2)CC1	2%	15%	-1%	-1%	-2%	?	1%	8%	6	8%	?
O=C(CSc1nnc(NCc2ccccc2)s1)NC1CCS(=O)(=O)C1 (stereo unspecified)	1%	0%	.	-9%	-7%	17µM*	-13%	1%	17	5%	-5%
CCOc1ccc(-c2cc3cc(OC)c(OC)cc3c(C)n2)cc1	1%	0%	-12%	9%	-2%	-1%	2%	-3%	6	-18%	?
OC(COCC(F)(F)C(F)(F)C(F)(F)C(F)F)Cn1c2ccccc2c2ccccc21 (stereo unspecified)	-17%	10%	16%	5µM*	-37%[inhibitor]	?	-1%	.	-8	?	-18%
COCCCNS(=O)(=O)c1cc2c3c(c1)C(C)C(=O)N3CCC2 (stereo unspecified)	.	0%	-5%	-7%	12%	-4%	-1%	-2%	-1	-9%	8%
CC(=O)c1cccc(NC(=O)CN2C(=O)NC(C)(c3ccc4c(c3)OCCCO4)C2=O)c1 (stereo unspecified)	.	-2%	.	.	2%	-1%	-1%	.	5	.	-19%
COC(=O)c1cccc(-n2nnnc2SCC(=O)Nc2cc(C)on2)c1	22%	2%	-1%	3%	-1%	-1%	1%	-6%	-2	13%	-14%
CCc1noc(C)c1C(=O)N(CCOC)c1c(N)n(CC(C)C)c(=O)[nH]c1=O	0%	-1%	4%	-2%	1%	4%	8%	1%	12	12%	1%
CCOC(=O)C1=NN(c2ccccc2)C2C(=O)N(c3ccccc3OC)C(=O)C12 (stereo unspecified)	0%	1%	.	-3%	-3%	-2%	-3%	.	8	-17%	-8%
CC(=O)NCCCCCCNC(C)=O	1%&0%	-7%&-2%	3%&-2%	-1%&4%	-4%&0%	3%&3%	-2%&-2%	-7%&1%	17	3%&0%	-4%
NCCCC[C@H]1CNC(=O)C(=O)N1CCc1cc(C(F)(F)F)cc(C(F)(F)F)c1	-1%	-3%	.	-2%	-13%	0%	-3%	-2%	6	-16%	-5%
CC(=Nc1ccc(C)cc1)c1sc2ccccc2c1O	-5%	1.8µM*	-2%	?	23%	0.43µM*	0.89µM*	?	-15	?	?
CNC(=O)NC(=O)C(c1ccccc1)N(C)CC1COc2ccccc2O1 (stereo unspecified)	3%	-1%	-26%	20%	8%	1%	-2%	1%	5	2%	6%
CCOC(=O)C1=C(N)n2c(s/c(=C/c3ccco3)c2=O)=C(C(=O)OC)C1c1ccco1 (stereo unspecified)	12%	-19%	64%[activator]	-5%	5%	0%[2.3 µM]	-9%	8%	2	-26%	?
Nc1nc(F)nc2c1ncn2[C@@H]1O[C@H](CO)[C@@H](O)[C@@H]1O	-3%	-3%	-8%	-13%	-2%	3%	-3%	-16%	-5	-7%	0%

Single records, from the list above. Screens in order: PKM2 act, NPC1 promoter act, Menin MLL FP TR, Gal4-VP16 FLuc, Mito fusion act, FLuc counter, Rab9 prom act, MBNL1-CUG inh, KCNH2 3.1 inh, RORgamma inh, ELG1 repair inh
Shown for CC(=O)c1cccc(NC(=O)CN2C(=O)NC(C)(c3ccc4c(c3)OCCCO4)C2=O)c1 (stereo unspecified) = ., -2%, ., ., 2%, -1%, -1%, ., 5, ., -19%
Shown for COc1ccc(C(=O)N2CCN(c3cccc(C)c3C)CC2)cc1S(=O)(=O)NC1CC1 = ., -6%, ., ., -2%, 0%, -7%, ., -26, ., ?
Shown for COCCCNS(=O)(=O)c1cc2c3c(c1)C(C)C(=O)N3CCC2 (stereo unspecified) = ., 0%, -5%, -7%, 12%, -4%, -1%, -2%, -1, -9%, 8%
Shown for CC(=O)NCCCCCCNC(C)=O = 1%&0%, -7%&-2%, 3%&-2%, -1%&4%, -4%&0%, 3%&3%, -2%&-2%, -7%&1%, 17, 3%&0%, -4%
Shown for CC(=O)NNc1ncnc2c1cnn2-c1ccccc1 = -5%, -4%, -2%, -14%, -1%, -5%&8%, 0%, ., 10, -33%, -7%

(next part)
SMILES	PKM2 act	NPC1 promoter act	Menin MLL FP TR	Gal4-VP16 FLuc	Mito fusion act	FLuc counter	Rab9 prom act	MBNL1-CUG inh	KCNH2 3.1 inh	RORgamma inh	ELG1 repair inh
CC1(C)CC(=O)C(Sc2nnc(-c3ccc(NS(C)(=O)=O)cc3)n2Cc2ccco2)C(=O)C1	-1%	-6%	34%[activator]	-2%	1%	10%	1%	-8%	-6	-13%	6%
O=C1/C(=C/c2ccccc2)Nc2ccccc21	-3%	-3%	24%	-7%	1%	4.3µM*	2%	?	21	0%	-2%
COc1cccc(OC)c1C(=O)N1CC(C)OC(C)C1 (stereo unspecified)	-2%	1%	5%	-1%	-1%	-1%[2.3 µM]	10%	-6%	14	-29%	17%
O=C(CSc1ccccc1)N1CCN(S(=O)(=O)c2ccccc2)CC1	2.8µM*	?	.	-1%	1%	0%	5%	0%	.	23%	-2%
CN(C)/C=C/C(=O)c1ccc([N+](=O)[O-])c(CS(=O)(=O)c2ccccc2)c1	.	-7%	-6%	1%	-21%	-1%	-2%	?	-19	-1%	17%
COc1ccc(/C=N/NC(=O)c2ccc3c(c2)OCO3)cc1	.	27%	-6%	-8%	-2%	5.4µM*	26%	8%	-12	-9%	?
Oc1ccc(Nc2ccnc3cc(Cl)ccc23)cc1	-7%	-8%	18%	1%	-55%[inhibitor]	?	-3%	?	-8	1%	?
Cc1cc(C)c(OCC(=O)OCC(=O)NCC2CCCCC2)c(C)c1	.	2%	.	.	-7%	2%	1%	.	-1	.	12%
Cc1ccc(N(CC(=O)NC2CCCCC2)C(=O)c2ccc(C)s2)cc1	1%	-2%	-17%	-15%	7%	0%	1%	-10%	1	-11%	0%
Cc1cc(C)nc(NC(=NCc2ccc3c(c2)OCO3)NC(=O)Nc2ccccc2)n1	1%	.	-3%	-13%	6%	-17%	.	17%	1	-30%	.
Cc1cc(NC(=O)CN2CCC(C)CC2)no1	0%	-3%	2%	0%	-3%	-1%	-1%	-2%	-1	11%	9%
Cc1cc(C)c(C(=O)/C=C/c2ccc(C(C)C)cc2)c(=O)[nH]1	1%	-1%	-30%	32µM*	-11%	?	-9%	-4%	12	?	21µM*
Cc1nc2ccc(S(=O)(=O)N(C)CC(=O)NC(C)c3ccccc3)cc2s1 (stereo unspecified)	.	-7%	.	13%	11%	0%	-2%	-5%	0	6%	6%
O=S1(=O)C=CC(N2CCOCC2)C1 (stereo unspecified)	0%	-1%	-1%	-7%	-12%	-3%	-3%	-7%	-6	-9%	-2%
O=C1c2cccnc2Oc2ccc(Cl)cc2N1Cc1ccc(F)cc1	9%	-1%	-2%	-9%	29%	3%	-3%	3%	-7	-22%	-19%

Screens (PubChem)
